Bioassay records as filed in PubChem BioAssay.
Menin-MLL TR inh – displaces Texas Red mutant MLL peptide from human menin | O00255 | Menin + Texas Red MLL mutant peptide, fluorescence polarization | Potency, µM (top dose mostly 61.6 µM), for inactives: top-dose FP activity change, negative = inhibition, usual class: inhibitors | actives 0.23% (n = 270,000); active = well fitted inhibition curve with a large enough effect in the polarisation, with a control signal flat, not every such curve was filed as active; inconclusive = small, poorly fitted or top-dose-only effect, or effect the other way, or a change in a side signal; inactive = no such curve, though single readings can be large or run the other way; the % refers to the polarisation; note: potency is the fitted concentration of half-maximal effect; % of control where 0% means no effect; many of its hits are not listed in these tables
Target sequence (O00255 whole entry, looked up): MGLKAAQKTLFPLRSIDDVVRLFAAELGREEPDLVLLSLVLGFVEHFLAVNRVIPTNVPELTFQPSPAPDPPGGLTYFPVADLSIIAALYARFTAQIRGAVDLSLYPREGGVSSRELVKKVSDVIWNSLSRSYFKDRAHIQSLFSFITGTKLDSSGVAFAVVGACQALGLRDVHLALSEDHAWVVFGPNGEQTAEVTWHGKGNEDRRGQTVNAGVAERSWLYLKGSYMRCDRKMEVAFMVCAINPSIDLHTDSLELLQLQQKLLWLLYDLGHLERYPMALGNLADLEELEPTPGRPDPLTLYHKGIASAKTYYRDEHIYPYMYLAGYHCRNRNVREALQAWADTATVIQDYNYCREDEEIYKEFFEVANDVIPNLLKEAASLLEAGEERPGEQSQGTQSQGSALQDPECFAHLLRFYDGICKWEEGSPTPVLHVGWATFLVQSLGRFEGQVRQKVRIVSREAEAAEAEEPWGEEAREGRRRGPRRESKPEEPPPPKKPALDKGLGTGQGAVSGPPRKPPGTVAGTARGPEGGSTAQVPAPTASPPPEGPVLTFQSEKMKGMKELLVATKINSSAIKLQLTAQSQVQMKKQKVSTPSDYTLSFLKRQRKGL
Mito fusion act – inhibitors of mitochondrial division or activators of mitochondrial fusion; Potency, µM (doses to about 46.1 µM), for inactives: at the top dose growth rescue (activation), usual class: activators; actives 0.23% (n = 320,000); S. cerevisiae fusion-defective mutant growth rescue, CellTiterGlo 48 h;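 note: potency is the fitted concentration of half-maximal effect; % of control where 0% means no effect; nearly all actives have a fitted effect of over 45% in size; temperature-sensitive fusion mutants such as fzo1-1 at 37 °C on non-fermentable ethanol glycerol medium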
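Compounds are tested for their ability to restore growth of mitochondrial fusion-defective yeast strains at non-permissive 37C in YPEG medium over 48 hours. Viability is quantified by luciferase luminescence.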
Eya2 inh – blocks the phosphatase activity of human Eya2; O00167; recombinant Eya2, OMFP fluorescence dephosphorylation (OMFP is methylfluorescein phosphate); Potency, µM (series often up to 76.9 µM), inactives show at the top dose activity, negative = inhibition, hits mostly inhibitors; actives 0.006% (n = 330,000); AID 488837; note: potency is the fitted concentration of half-maximal effect; % is set by controls: 0 for no effect and ±100 for the full control effect
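Eya2 protein (added as 0.2 uM solution) was preincubated with compound for 10 min at ambient temperature in 50 mM HEPES pH 7.5, 50 mM NaCl, 5 uM MgCl2, 0.05% BSA, 1 mM DTT. OMFP (added at 50 uM) then reacted 10 min; fluorescence read at 485/525 nm.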
USP2a block – blocks human ubiquitin-specific protease USP2a. USP2 core, Ub-CHOP2 coupled fluorogenic reporter, 485/531. actives 0.01% (n = 330,000). Potency, µM (series often up to 38.3 µM), inactives show at the highest dose activity change, negative = inhibition, hits mostly inhibitors. O75604. AID 463254;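 note: potency is the fitted concentration of half-maximal effect; plate controls were DMSO wells for no effect and full inhibition by NEM control for full effect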
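Deubiquitinase activity read as fluorescence (485/531 nm) after Ub-CHOP2 cleavage activates the enterokinase reporter on its substrate; USP2 core 10nM, Ub-CHOP2 and substrate 25nM each, 30min compound preincubation then 60min RT; data normalized to NEM, curves fitted.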
hERG WT inh – inhibitors of human wildtype KCNH2 potassium channel; U2OS, BacMam KCNH2, thallium flux FluxOr; stronger effect = lower value; activity change, % at 1.84 µM; actives 0.37% (n = 340,000); AID 720551;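 active = maximum activity change below -70%; inconclusive = maximum activity change between -70% and -50%; inactive = maximum activity change above -50%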; note: % is set by controls: 0 for no effect and ±100 for the full control effect
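U2OS cells transduced with wild-type KCNH2 virus are loaded with FluxOr dye for 45 min, and thallium flux is measured in kinetic reads before and after stimulation buffer. Rate constants are normalized to DMSO controls.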
S-ASM inh – human S-ASM enzyme inhibition. placental ASM, HMU-PC fluorogenic substrate, 60 min. Potency, µM (titrated, usually from 57.5 µM), inactives show at the top dose activity change, negative = inhibition, usual class: inhibitors. P17405. actives 0.006% (n = 340,000); note: potency is the fitted concentration of half-maximal effect
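Fluorescence read-out (Ex 386 nm, Em 447 nm) after stopping the reaction at pH 10. Enzyme: ASM from human placenta; substrate HMU-PC0, 9 uM final; 60 min, 37 °C. Compound preincubation 10 min, ambient temperature.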
TSHR antagonist – human thyrotropin receptor antagonism; P16473; TSHR-expressing cells, TSH-stimulated cAMP HTRF, 2 h; stronger effect = lower value; activity change, negative = inhibition, % at 11.5 µM; actives 0.2% (n = 330,000); AID 504810;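 active = activity change below a set negative limit, meaning inhibition stronger than a set level, cut at about -70% in these data; inconclusive = activity change between two set negative limits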; note: % is set by controls: 0 for no effect and ±100 for the full control effect
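TSHR-expressing cells, 200/well, pre-treated with compound, then stimulated with EC80 TSH (4nM final) for 2 hours at 37 deg C. cAMP measured by competitive HTRF: anti-cAMP cryptate antibody in lysis buffer plus cAMP-d2, read after 30 minutes at room temperature.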
BCR signal inh – blocks chronic active B-cell receptor signaling | ABC-DLBCL IkBa-CBG/CBR reporter, luminescence ratio, 4 h | actives 0.05% (n = 340,000) | Potency, µM (series often up to 46.1 µM), for inactives: at the highest dose ratio change, negative = lower green/red ratio, most hits filed as inhibitors; active = well fitted inhibition curve with a large enough effect in the signal ratio, with a control signal flat, not every such curve was filed as active; inconclusive = small, poorly fitted or top-dose-only effect, or effect the other way, or a change in a side signal; the % refers to the signal ratio;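 note: potency is the fitted concentration of half-maximal effect; plate controls were basal doxycycline-induced cells for no effect and cells given 10 µM MG132 for full effect; MG132 reads +100%, hits lower the ratio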
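TMD8 ABC-DLBCL cells carrying doxycycline-inducible green luciferase fused to IkappaBalpha plus unfused red luciferase were exposed to compounds (up to 46 uM) for 4 hrs at 37C. Activity came from the overlap-corrected green/red luminescence ratio.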
PKM2 act – activators of human pyruvate kinase M2; Potency, µM (doses to about 57.5 µM), inactives show at the top dose activation, usual class: activators; purified PKM2, Kinase-Glo ATP luminescence, activation; response scale: 0% is enzyme alone, no compound; actives 0.34% (n = 260,000); note: potency is the fitted concentration of half-maximal effect; % is set by controls: 0 for no effect and ±100 for the full control effect; nearly all actives have a fitted effect of over 55% in size
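Kinase-Glo luminescence reports ATP generated from ADP (0.1 mM) and PEP (0.5 mM) by purified hPK-M2 after 1 h at room temperature, pH 7.2 imidazole buffer; intermediate enzyme activity allows detecting inhibitors and activators.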
MBNL1 CUG block – inhibitors of human MBNL1 binding to CUG repeat RNA; TR-FRET MBNL1-His/biotin-(CUG)12 binding, 665/545 ratio; Potency, µM (highest dose often 57.5 µM), for the others: at the highest dose activity change, negative = inhibition, hits mostly inhibitors; actives 0.036% (n = 280,000); active = well fitted inhibition curve with a large enough effect in the signal ratio, with a control signal flat, not every such curve was filed as active; inconclusive = small, poorly fitted or top-dose-only effect, or effect the other way, or a change in a side signal; inactive = no such curve, though single readings can be large or run the other way; the % refers to the signal ratio; note: potency is the fitted concentration of half-maximal effect; % is set by controls: 0 for no effect and ±100 for the full control effect
Target sequence (Q9NR56 whole entry, looked up): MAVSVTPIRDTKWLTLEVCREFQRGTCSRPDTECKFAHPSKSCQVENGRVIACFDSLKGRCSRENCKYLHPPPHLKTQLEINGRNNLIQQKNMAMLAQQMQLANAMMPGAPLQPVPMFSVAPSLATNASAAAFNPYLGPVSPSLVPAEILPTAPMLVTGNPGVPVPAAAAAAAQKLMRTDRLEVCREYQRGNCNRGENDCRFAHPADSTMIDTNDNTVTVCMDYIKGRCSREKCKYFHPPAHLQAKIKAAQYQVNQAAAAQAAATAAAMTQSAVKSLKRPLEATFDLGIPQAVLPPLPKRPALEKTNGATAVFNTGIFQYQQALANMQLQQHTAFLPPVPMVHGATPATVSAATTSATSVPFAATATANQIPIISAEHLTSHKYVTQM
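Inhibition of protein-RNA binding appears as loss of TR-FRET between terbium anti-His antibody on MBNL1-His and streptavidin-XL665 on biotin-(CUG)12. Activity is normalized to buffer-only and uninhibited-complex controls.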
GALK inhibitor – inhibitors of human galactokinase | P51570 | actives 0.007% (n = 270,000) | Potency, µM (doses to about 57.5 µM), inactives show top-dose activity change, negative = inhibition, most hits filed as inhibitors | Purified GALK, Kinase-Glo residual ATP luminescence; note: potency is the fitted concentration of half-maximal effect; % is set by controls: 0 for no effect and ±100 for the full control effect
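ATP-depletion format; final 35 uM ATP, 100 uM D-galactose, 5 nM enzyme; pH 8.0 HEPES/Mg2+ buffer; 60 min RT; luminescence read 10 min after detection reagent.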
The depositor's hits bear a star; i = inactive; ? = inconclusive; / = not tested or not shown; [ ] = another dose, or the depositor's remark. Unless noted, calls come from the whole dose curve; as a rule, active = well fitted curve in the direction sought with a large enough effect; inconclusive = small, poorly fitted or top-dose-only effect, or another doubt; inactive = no such curve, though single readings can be large; an effect the other way counts as inactive or inconclusive. Not all compounds are listed; rates above refer to the full screens.

SMILES	Menin-MLL TR inh	Mito fusion act	Eya2 inh	USP2a block	hERG WT inh	S-ASM inh	TSHR antagonist	BCR signal inh	PKM2 act	MBNL1 CUG block	GALK inhibitor
COc1ccc(OCC(=O)Nc2ccccc2N2CCCCC2)cc1	/	-8%	-11%	3%	3	-2%	-17	?	-1%	3%	2%
c1ccc2c(-c3nn[nH]n3)cccc2c1	18%	-5%	4%	3%	-6	6%	-4	0%	-1%	3%	/
CCOc1ccc(NC(=O)c2ccccc2O)cc1	14%	10%	1%	-1%	9	-20%	-11	?	17%	0%	1%
O=C(COC(=O)c1ccc(F)cc1F)Nc1ncccn1	/	-3%	7%	1%	4	13%	3	5%	26%	-3%	/
COCc1ccc(C(=O)N2CCCC(Nc3ccc(C(C)C)cc3)C2)s1 (stereo not drawn)	?	1%	-10%	0%	-23	-2%	-1	4%	-9%	2%	3%
CCOc1ccccc1N1CCN(C(=O)NCc2ccc(Cl)cc2)CC1	-9%	12%	-9%	-1%	-20	1%	20	0%	3%	-4%	-1%
Cc1cc2cc(CNC(=O)c3ccc(S(=O)(=O)N4CCCCC4)cc3)ccc2n1C	?	2%	-6%	-11%	-3	1%	1	14%	-4%	449%[activator]	2%
C=CCn1c(SCC(=O)N2CCCC2=O)nc2sc(CC)cc2c1=O	/	22%	2%	0%	38	-1%	-25	6%	/	/	/
N#C/C(=C\c1cc([N+](=O)[O-])c(N2CCOCC2)cc1N1CCOCC1)c1nc2ccccc2[nH]1	-2%	4%	4%	1%	7	?	1	9%	-1%	?	-2%
Cc1cccc(NC(=O)CCSc2ccccc2)c1C	-5%	6%	-9%	3%	30	-3%	13	?	-10%	-10%	0%
Nc1ccccc1Nc1cc(-c2cccc(Cl)c2)nn1-c1ccccc1	?	?	-11%	-7%	-5	-19%	3	?	8%	-12%	1%
COc1ccc(/C(N)=N/O)c(OC)c1	-8%	1%	8%	4%	-11	6%	2	3%	-4%	0%	0%
CCSc1nnc(NC(=O)C2C3C=CC(C3)C2C(=O)O)s1 (stereo not drawn)	0%	-1%	-9%	5%	2	-1%	2	?	3%	-5%	3%
Cc1nnc(Sc2cc(C(=O)NCCCN(C)Cc3ccccc3)c3ccccc3n2)s1	-17%	-5%	1%	3%	-10	-2%	11	9%	6%	9%	1%
Cc1ccc(S(=O)(=O)N(C)C)cc1NC(=S)NNC(=O)C1CC1	-4%	2%	-9%	0%	11	-1%	28	-3%	5%	-4%	0%
O=C1[C@H]2[C@@H](C(=O)N1c1cccc3ccccc13)C1(C(=O)c3ccccc3C1=O)N1CCC[C@@H]21	?	2%	7%	3%	4	-2%	1	?	21%	10%	3%
O=C(O)c1ccc(N2CCCS2(=O)=O)cc1	-15%	-22%	-8%	-2%	0	0%	-8	-12%	-1%	-4%	1%
Cc1cccc(N(C(=O)CCC(=O)Nc2cc(C)on2)C(C(=O)NC2CCCC2)c2cccnc2)c1 (stereo not drawn)	/	5%	25%	1%	12	2%	-5	0%	/	0%	1%
CCN(C[C@H]1N[C@@](Cc2ccccc2)(C(=O)OC)[C@H]2C(=O)N(C)C(=O)[C@@H]12)C(=O)Nc1ccccc1	/	/	-11%	-1%	14	3%	-8	1%	/	/	/
COC(=O)C(C)Sc1nc2c(cnn2-c2ccc(Cl)cc2)c(=O)[nH]1 (stereo not drawn)	22%	-22%	2%	2%	14	1%	-27	2%	/	-8%	/
Cc1ccc(C)c(Nc2nc(-c3cccnc3)cs2)c1	-2%	-9%	-15%	-4%	-3	-2%	0	-12%	/	10%	0%
Cc1cccc(C)c1NC(=O)c1cccnc1	8%	0%	-10%	0%	15	2%	1	-1%	-5%	-5%	-2%
FC(F)(F)c1ccc2c(c1)C1C=CCC1C(c1ccncc1)N2 (stereo not drawn)	?	10%	-3%	2%	6	-9%	-2	?	1%	/	3%
Cc1[nH]n(-c2ccccc2)c(=O)c1C(=O)Nc1ccccc1	?	0%	-2%	3%	19	4%	3	?	-1%	0%	-1%
O=C(Nc1cccc(-c2csc(-c3ccccc3)n2)c1)c1cccs1	?	?	-20%	-11%	4	-22%	-32	?	2%	1%	3%
CC(C)(C)c1ccc(C(=O)OCC(=O)N2CCC(c3ccccc3)=N2)cc1	/	4%	1%	-5%	1	-6%	4	3%	/	/	/
Cn1cc(C(=O)c2ccc(Cl)cc2Cl)cc1C(=O)N/N=C(\N)COc1ccc(F)cc1	/	-3%	-11%	-1%	3	-7%	9	28%	5%	0%	-3%
O=C(N/N=C1/CC2C=CCC12)c1ccco1 (stereo not drawn)	-1%	-1%	3%	2%	3	3%	26	?	5%	/	0%
O=C(c1ccccc1)c1cccc(NC(=O)c2ccc(Br)o2)c1	1%	?	15%	-1%	12	-24%	-7	?	2%	0%	0%
COc1ccc(O)c(/C=c2/sc3nc4cc(C)c(C)cc4n3c2=O)c1	-6%	-4%	19%[15.4 µM]	-3%	-14	1%	9	?	-1%	?	2%
CC(C)(C)C(=O)Nc1ccccc1C(=O)Nc1cccnc1	7%	5%	-10%	4%	-3	-1%	2	0%	3%	-4%	8%
O=C(C1=C(O)C(=O)N(CCCN2CCOCC2)C1c1ccncc1)c1cc2ccccc2o1 (stereo not drawn)	-10%	2%	2%	1%	/	/	16	?	0%	61%[activator]	-7%
Cc1cc(OCC(O)CN2CCc3ccccc3C2)ccc1Cl (stereo not drawn)	-20%	-7%	-21%	-6%	10	-2%	7	0%	2%	-12%	-4%
COc1ccc(C(=O)C(C)OC(=O)c2cccc(S(=O)(=O)Nc3cc(Cl)c(OC)cc3OC)c2)cc1 (stereo not drawn)	-5%	6%	-8%	2%	-4	-1%	-8	1%	1%	-8%	2%
CCCn1cc(NC(=O)c2cc3n(n2)C(C(F)(F)F)CC(c2ccccc2)N3)cn1 (stereo not drawn)	-16%	-1%	16%	2%	8	-1%	2	-3%	7%	0%	-2%
COc1ccc2cc(S(=O)(=O)N3CCCCCC3)ccc2c1	16%	5%	-2%	-2%	-3	-1%	4	-14%	2%	2%	3%
CCCC[C@@H]1C[C@H]1[C@@H](NC(=O)c1cccs1)c1ccc(Cl)cc1	5%	-1%	4%	-1%	-9	-7%	-31	4%	4%	?	/
Cc1onc(-c2c(F)cccc2Cl)c1C(=O)N1CCc2ccccc2C1	-9%	8%	22%	-1%	1	1%	-3	6%	-18%	-18%	3%
CS(=O)(=O)c1ccc(C(=O)NC2CCCc3ccccc32)cc1 (stereo not drawn)	-4%	-6%	-16%	4%	2	4%	7	-5%	-10%	-7%	0%
Cc1cc(C)c(C(=O)C[n+]2cccc(C(N)=O)c2)c(C)c1	/	-6%	5%	1%	1	2%	-2	4%	2%	14%	-3%
Cc1ccc(N(CC(=O)NCc2ccc(F)cc2)C(=O)c2csnn2)c(C)c1	9%	2%	-7%	8%	21	-2%	-2	-4%	-3%	5%	-1%
Cc1ccc(CN(C)C(=O)c2cc(COc3ccc(F)cc3Cl)on2)o1	6%	22%	-3%	-5%	-1	-5%	-11	-20%	?	-10%	5%
Cc1ccc(-c2csc(NC(=O)Cn3[nH]c(=O)c4ccccc4c3=O)n2)cc1	9%	6%	-13%	0%	i	-4%	11	0%	-6%	?	-2%
O=C(C1=C[C@@H](c2ccc(Br)cc2)C[C@@H](OCc2ccc(CO)cc2)O1)N1CCN(Cc2ccccc2)CC1	?	4%	-12%	1%	13	-7%	-4	-2%	2%	16%	5%
COc1ccc(-c2oc(=O)c3cc(OC)c(OC)cc3c2-c2ccc3c(c2)OCO3)cc1	/	/	7%	6%	-12	8%	-7	?	/	/	/
COc1ccc(NC(=S)N/C(=N/S(=O)(=O)c2ccc(C)cc2)c2ccccc2)cc1	-18%	8%	14%	-2%	-5	0%	1	-3%	-10%	-1%	-2%
